High-throughput results deposited in PubChem BioAssay by several laboratories.
AHR act: AHR activators, primary screen, cell-based, luminescence, luciferase reporter, human; Aryl hydrocarbon receptor (Homo sapiens), P35869; AHR-responsive luciferase reporter cells; activation, % at 5 µM; 320,000 compounds, 2.5% hits; in the data active means activation above about 47%;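 further: 0% = vehicle wells and 100% = reference agonist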
LAP4-GFP MLPCN: modulators of LAP4-GFP expression in yeast, primary screen, S. cerevisiae, multiplex flow cytometry, MLPCN library | 3 h; median GFP as percent of DMSO wells | GFP response vs DMSO, % at 10 µM | 320,000 compounds, 0.34% hits | AID 2023, 2009;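 active means GFP response vs DMSO above a set limit, about the screen mean plus 3 SD, cut at about 150% in these data; inconclusive means under 70 cell events counted for the yeast strain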
RPL19A-GFP yeast: RPL19A-GFP expression modulators in yeast, primary screen, cell-based, S. cerevisiae, multiplex flow cytometry, MLPCN; AID 2025, 2009; percent response vs DMSO, % at 10 µM; S. cerevisiae RPL19A-GFP strain, 3 h; stronger effect = lower value; 330,000 compounds, 0.3% hits;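 active means percent response vs DMSO below 50%; inconclusive means fewer than 70 events counted for the yeast strain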;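 further: median channel GFP fluorescence of the barcoded RPL19A-GFP strain; ratio of sample median GFP to plate DMSO average so 100% = DMSO; lower means less RPL19A-GFP as with rapamycin TOR inhibition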
CIT2 TOR yeast: modulators of CIT2-GFP expression in yeast, primary screen, S. cerevisiae, GFP fusion, multiplex flow cytometry, MLPCN library | S. cerevisiae CIT2-GFP strain, 3 h; 100 means same as DMSO wells | GFP response vs DMSO, % at 10 µM | 320,000 compounds, 0.065% hits | AID 2029, 2009;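 active means GFP response relative to DMSO above a set limit, near the screen mean plus 3 SD, cut at about 150% in these data; inconclusive means Fewer than 70 cells measured for a yeast strain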;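 further: ratio of well median GFP fluorescence to mean of DMSO wells on the plate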
procasp3 activ: activators of human procaspase-3 D3A mutant, primary screen, biochemical, absorbance, PC-3 D3A mutant, single concentration. AID 463141, 2010. Caspase-3 (Homo sapiens), P42574. 330,000 compounds, 0.11% hits. recombinant procaspase-3 D3A, Ac-DEVD-pNA absorbance 405 nm. activation, % at 8.5 µM;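 active means activation above the mean of all tested compounds plus 3 SD, cut at about 21% in these data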;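 further: 0% = DMSO alone and 100% = DMSO wells spiked with extra 5 µM PC-3 D3A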
Target sequence (P42574 whole entry D9A/D28A/D175A): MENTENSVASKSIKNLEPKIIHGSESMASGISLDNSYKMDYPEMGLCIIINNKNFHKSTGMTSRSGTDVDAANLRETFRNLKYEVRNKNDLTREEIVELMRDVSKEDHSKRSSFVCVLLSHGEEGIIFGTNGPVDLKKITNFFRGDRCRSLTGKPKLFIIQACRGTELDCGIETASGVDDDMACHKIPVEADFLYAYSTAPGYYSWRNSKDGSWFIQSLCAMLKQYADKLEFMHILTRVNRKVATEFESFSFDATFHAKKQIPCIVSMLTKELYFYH
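Technique: 405 nm absorbance of p-nitroaniline, reads at 0 and 120 min; Test system: Procaspase-3 D3A mutant; Incubation: 1 h enzyme-compound preincubation, then 2 h substrate reaction, 25 °C; Repeats: singlicate, each compound tested once; Benchmarks: low control DMSO wells, high control DMSO plus 5 µM PC-3 D3A.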
MEP2-GFP yeast: modulators of MEP2-GFP levels in yeast, primary screen, S. cerevisiae, multiplex flow cytometry, MLPCN library; GFP response vs DMSO, % at 10 µM; S. cerevisiae MEP2-GFP strain, 3 h; 100% = DMSO control level; 330,000 compounds, 0.51% hits;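 active means GFP response versus DMSO above a set limit, roughly screen mean plus 3 SD, cut at about 180% in these data; inconclusive means fewer than 70 cells counted for a yeast strain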;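 further: median GFP fluorescence of the barcode-gated MEP2-GFP cells per well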
procasp7 counter: procaspase-7 activators, primary screen, counter-screen for procaspase-3 activator project, biochemical, absorbance, HTS, human; 330,000 compounds, 0.093% hits; Caspase-7 (Homo sapiens), P55210; activation, % at 8.5 µM; recombinant procaspase-7, Ac-DEVD-pNA absorbance 405 nm; D23A/D198A/D206A triple mutant, cannot self-cleave; scale: DMSO 0, 5 µM enzyme 100;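 active means percent activation above the screen-wide mean plus 3 SD, cut at about 25% in these data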
Target sequence (P55210 whole entry D23A/D198A/D206A): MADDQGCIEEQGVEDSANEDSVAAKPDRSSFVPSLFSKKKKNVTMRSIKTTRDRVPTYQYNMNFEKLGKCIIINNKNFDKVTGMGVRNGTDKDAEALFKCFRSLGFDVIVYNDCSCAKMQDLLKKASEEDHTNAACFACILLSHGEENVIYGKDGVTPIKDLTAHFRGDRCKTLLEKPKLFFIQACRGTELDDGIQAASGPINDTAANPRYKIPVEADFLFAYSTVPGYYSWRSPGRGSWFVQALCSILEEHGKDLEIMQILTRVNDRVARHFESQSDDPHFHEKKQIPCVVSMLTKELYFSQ
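System: Procaspase-7 triple mutant (PC-7 D3A); measure: % activation from two-timepoint absorbance difference, scaled to controls; times: 1 h compound preincubation, 2 h substrate cleavage, 25 °C; also added: Ac-DEVD-pNA substrate, 400 µM as added; measured by: Epi-absorbance of released pNA at 405 nm, two timepoints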
AGP1 TOR yeast: modulators of AGP1-GFP expression in yeast TOR pathway, primary screen, cell-based, multiplex flow cytometry, S. cerevisiae, MLPCN library. 3 h; GFP as percent of DMSO wells. GFP response vs DMSO, % at 10 µM. 320,000 compounds, 0.02% hits. AID 2066, 2009;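 active means GFP response relative to DMSO above a set limit, near screen average plus 3 SD, cut at about 150% in these data; inconclusive means fewer than 70 cells counted for the yeast strain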;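 further: median GFP channel fluorescence of the gated AGP1 strain per well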
An asterisk follows results filed as active; ? = inconclusive; . = not tested or not shown; [ ] = remark or other dose.

SMILES	AHR act	LAP4-GFP MLPCN	RPL19A-GFP yeast	CIT2 TOR yeast	procasp3 activ	MEP2-GFP yeast	procasp7 counter	AGP1 TOR yeast
CN(C)/C(=N\OC(=O)c1ccccc1)c1nonc1N	-1.7	107.0	103.8	108.1	5.1	108.3	3.7	99.0
CC(C)CC(=O)N=C1SC2CS(=O)(=O)CC2N1CCc1ccccc1 (stereo not drawn)	-0.5	89.5	101.4	106.2	-0.9	101.1	2.1	101.6
CCCN(C(=O)c1ccco1)c1nnc(-c2cccc(C)c2)s1	2.3	100.7	101.2	98.0	5.1	101.4	18.0	98.5
COc1cc(/C=C(/C#N)c2nc3ccccc3[nH]2)ccc1Oc1ncccc1[N+](=O)[O-]	28.5	95.4	99.5	101.3	-2.4	101.2	-8.6	99.6
CCOC(=O)C1=C(O)C(=O)N(c2ccc(S(N)(=O)=O)cc2)C1c1cccc([N+](=O)[O-])c1 (stereo not drawn)	1.2	102.8	110.0	105.9	-0.7	106.8	-0.1	97.9
CC1CC(CC(=O)NNc2nc(-c3ccccc3)cs2)C(=O)O1 (stereo not drawn)	2.8	92.8	95.5	93.5	-8.9	85.6	-4.1	93.0
Cc1ccc(-c2nc(CS(=O)(=O)CC(=O)N3CCc4ccccc4C3)c(C)o2)cc1	2.1	106.5	94.8	91.7	-2.7	97.0	3.7	99.5
COc1cccc(NC2=NC3(CCCCC3)N=C(N)N2)c1	41.2	95.0	98.8	97.4	-1.2	100.6	3.0	96.0
CC(C)(C)c1ccc(C(=O)NNC(=O)Cc2cccc3ccccc23)cc1	2.1	98.7	98.6	96.6	6.6	98.9	-3.4	95.1
CC(NC(=O)CN(C)S(=O)(=O)c1ccc(Br)s1)c1ccccc1 (stereo not drawn)	-0.7	80.3[may fluoresce violet]	57.1[may fluoresce violet]	?	-3.5	257.4*[may fluoresce violet]	-4.2	14.1[may fluoresce violet]
CCOC(=O)CSc1nc(C)c2ccc(C)cc2n1	1.2	97.0	99.3	97.8	-0.3	95.9	-7.1	94.9
CCc1ccc(-c2nc(CN3CCCC(C(=O)NCCc4ccc(OC)c(OC)c4)C3)c(C)o2)cc1 (stereo not drawn)	6.7	107.7	100.3	93.3	0.3	108.0	-9.7	103.8
Cc1cc(OC(C)C(=O)NCCCn2ccnc2)c2c(C)cc(=O)oc2c1 (stereo not drawn)	5.7	95.4	101.9	100.4	1.8	103.7	1.4	102.4
Cc1ccc(C(=O)CCC(=O)NCc2ccccc2)cc1	0.9	95.2	105.8	118.6	9.5	116.2	-9.2	107.1
O=C(NC(=S)Nc1ccccc1N1CCCCC1)c1ccc(F)cc1Cl	5.6	88.2	98.6	87.8	-0.2	97.5	1.2	85.8
COC(=O)N(C)c1ccccc1C(=O)N1CCOCC1	2.5	97.6	99.2	101.8	9.1	99.5	8.2	106.6
O=C(CSCc1ccccc1)NCc1ccc2c(c1)OCO2	10.1	111.2	98.7	98.2	-2.3	103.0	-9.0	107.7
Cc1oc2c(c(C)cc3oc(=O)c(CC(=O)NCC(=O)NCC(=O)O)c(C)c32)c1C	-0.7	103.4	99.8	113.2	1.1	111.2	3.9	106.7
COc1ccc(Br)cc1CNC(=O)CCN1C(=O)COc2ccccc21	13.0	100.4	98.4	99.9	5.9	100.3	4.8	96.7
COc1cc(NC(=O)CSCc2ccccc2)c(C(=O)O)cc1OC	0.5	80.5	94.2	93.2	3.9	86.2	-3.0	83.5
Cc1ccsc1CNC(=O)c1c(-c2ccccc2)noc1C	-0.9	107.6	98.8	94.2	-4.7	105.1	6.0	102.0
NC(=O)c1ccc(NC(=O)CS(=O)(=O)c2cn(CC(=O)N3CCCC3)c3ccccc23)cc1	-3.8	96.5	110.5	107.0	-2.8	95.5	1.8	111.8
CCOC(=O)c1ccc(NC(=O)Nc2ccc(S(N)(=O)=O)cc2)cc1	1.6	98.6	88.3	94.2	0.0	90.2	-1.5	96.6
CN(Cc1ccccc1)c1ccc(N2C(=O)CCCC2=O)cc1[N+](=O)[O-]	-1.7	102.2	93.0	82.8	0.8	91.4	9.1	113.0
COc1cc(/C=C/[N+](=O)[O-])ccc1OC(=O)/C=C/c1ccc(F)cc1	0.3	126.4	96.4	104.7	-0.8	103.4	-1.1	90.2
SMILES	AHR act	LAP4-GFP MLPCN	RPL19A-GFP yeast	CIT2 TOR yeast	procasp3 activ	MEP2-GFP yeast	procasp7 counter	AGP1 TOR yeast
COc1cc(/C=C2/CC(C)OC2=O)c([N+](=O)[O-])cc1OC (stereo not drawn)	3.8	97.8	107.3	99.1	-11.2	105.4	-3.8	99.4
O=C(COc1ccc(Cl)cc1)NCc1nnc(SCC(=O)c2ccccc2)o1	-0.2	86.5	92.2	84.8	9.6	85.5	8.7	91.2
COc1ccccc1N(CC(=O)N1CCOCC1)S(C)(=O)=O	1.3	81.7	103.7	104.4	-2.6	99.2	-2.2	105.0
COC(=O)c1sccc1NC(=O)COc1ccc(Cl)cc1	3.1	120.2	107.0	105.1	6.2	163.7	1.6	102.0
CC(=O)N1CCc2cc(S(=O)(=O)CCC(=O)N3CCN(c4ccccc4)CC3)ccc21	-0.7	92.3	101.8	98.1	3.8	97.8	4.2	99.0
CCOC(=O)c1sc(NC(=O)C2CC(=O)N(c3ccc(OC)cc3)C2)nc1C (stereo not drawn)	-1.3	104.9	105.5	104.7	-0.5	105.6	-0.4	99.6
O=C(Cn1ccccc1=S)c1ccc(Cl)c(Cl)c1	-2.4	105.3	96.0	88.9	-2.1	107.0	-22.4	98.0
COCCCNC(NC(=O)c1ccc(C)cc1)C(Cl)(Cl)Cl (stereo not drawn)	1.5	103.3	103.9	99.2	5.8	100.9	5.3	107.4
O=C(COC(=O)c1ccc(NS(=O)(=O)c2cccs2)cc1O)Nc1nc2ccccc2s1	6.8	96.1	96.6	100.3	5.6	105.0	3.6	98.4
Cc1c(Cl)cccc1NC(=S)NCCc1ccc(C(F)(F)F)cc1	0.8	105.1	100.1	104.6	0.5	105.4	-6.7	111.6
NC(=O)NC(=O)COC(=O)[C@H](Cc1ccccc1)NC(=O)c1cccs1	2.0	104.4	100.4	96.5	10.8	98.2	0.2	108.1
CCCn1c(N)c(N2CCCCC2)c(=O)n(CC(=O)Nc2ccc(OC(F)(F)F)cc2)c1=O	-1.9	94.0	96.8	99.4	-0.4	94.3	4.1	96.0
CCOc1ccc(NC(=O)CN2C(=O)COc3ccccc32)cc1	4.1	85.9	92.6	94.9	-4.0	92.9	1.9	96.4
O=C(O)CCn1ccnc1-c1ccccc1	-2.0	87.7	90.6	93.8	6.0	89.2	5.7	92.2
Cc1cccc(C)c1Nc1nnc(SCC(=O)NCc2ccco2)s1	1.1	102.4	99.0	98.9	-5.9	105.2	2.1	102.5
COC(=O)c1ccc(C(=S)NCC2(N(C)C)CCCCC2)cc1	0.4	110.8	103.2	107.6	2.2	102.8	0.7	104.8
NS(=O)(=O)c1ccc(NC(=O)CN2CCN(S(=O)(=O)c3ccc(F)cc3)CC2)cc1	-1.5	85.8	92.4	104.4	0.6	87.3	13.6	78.8
Nc1ccc2c(c1)ncn2CCCn1cnc2cc(N)ccc21	0.5	109.6	99.1	98.6	-4.5	106.9	-4.7	103.0
CN(C)/C=N/c1nc2ccc3c(c2s1)CCCC3	63.3*	113.5	98.8	85.0	-1.7	102.7	3.4	93.3
COc1ccc(S(=O)(=O)N2CCCCC2)cc1NC(=O)C1COc2ccccc2O1 (stereo not drawn)	-0.5	100.5	93.0	85.4	7.8	103.7	11.9	92.0
CC(C)(C)CC(C)(C)c1ccc(OCC(=O)N/N=C/c2ccc(S(=O)(=O)O)o2)cc1	-1.8	108.2	97.8	99.3	-5.4	99.1	4.9	104.9
CNc1nc(SC)n(C)c(=O)c1N=O	2.0	90.2	98.8	98.6	-0.5	101.7	12.1	97.0
S=c1[nH]nc(CCc2ccccc2)n1Cc1ccccc1	2.7	97.9	97.1	91.7	-15.1	96.1	-38.6	100.6
CCOC(=O)Cc1csc(NC(=O)COc2ccccc2OCC)n1	1.2	97.7	103.2	99.5	-2.5	101.7	-5.5	100.0
CCOC(=O)C(C)n1cnc2c(nnn2Cc2ccc(Cl)cc2)c1=O (stereo not drawn)	4.3	95.1	93.4	100.7	-0.9	102.5	6.3	93.9
SMILES	AHR act	LAP4-GFP MLPCN	RPL19A-GFP yeast	CIT2 TOR yeast	procasp3 activ	MEP2-GFP yeast	procasp7 counter	AGP1 TOR yeast
C/C(=N\NC(=O)c1ccccc1-n1cccc1)C1CC1	98.3*	101.5	106.1	114.2	5.5	105.8	5.0	112.2
CCOC(=O)c1c(NC(=O)CSc2nncn2C)sc(C)c1C	9.2	95.9	96.5	89.6	2.7	98.6	4.8	96.3
COc1ccccc1C(=O)Nc1c2c(nn1-c1ccc(Cl)cc1)CS(=O)(=O)C2	0.1	113.3	99.3	102.3	1.4	102.1	-2.3	103.6
COc1ccc(NC(=S)N(Cc2cccnc2)Cc2ccco2)cc1	2.9	91.8	98.2	93.7	-5.8	95.1	-7.1	95.0
CCN(c1cccc2ccccc12)S(=O)(=O)c1cccs1	8.5	109.0	114.0	110.5	12.7	106.6	1.7	117.8
Cc1ccc(CSCC(=O)NCc2cccs2)cc1	-0.9	105.5	98.0	87.9	6.8	97.1	2.9	102.0
Cc1nc(SCc2nc3cc(Cl)c(F)cc3[nH]2)c2oc3ccccc3c2n1	0.2	91.5	88.3	89.5	5.1	98.0	11.0	92.0
COc1ccc(/C=N/Nc2ccc(C(=O)O)cc2)cc1Br	-1.4	123.0	92.8	78.2	-0.8	95.8	-14.7	84.8
CN1C(=O)N(C)C2(c3ccccc3)NC(=O)NC12c1ccccc1 (stereo not drawn)	0.2	85.8	96.8	97.3	-7.9	95.0	2.7	94.7
O=C(Nc1ccc2c(c1)Cc1ccccc1-2)c1ccco1	-1.8	113.8	95.6	.	3.1	93.0	1.0	94.5
NNC(=S)Nc1c(F)cc(F)cc1Br	18.4	100.0	95.7	103.3	-5.0	93.2	-2.1	108.9

Structures listed above shown as hits in AHR act:
compound	AHR act	LAP4-GFP MLPCN	RPL19A-GFP yeast	CIT2 TOR yeast	procasp3 activ	MEP2-GFP yeast	AGP1 TOR yeast
CN(C)/C=N/c1nc2ccc3c(c2s1)CCCC3	63.3*	113.5	98.8	85.0	-1.7	102.7	93.3
C/C(=N\NC(=O)c1ccccc1-n1cccc1)C1CC1	98.3*	101.5	106.1	114.2	5.5	105.8	112.2
